# Assay outcomes deposited in PubChem by National Center for Advancing Translational Sciences (NCATS).
# Tb PFK block: blocks T. brucei phosphofructokinase | O15648 | T. brucei PFK, ADP-Glo luminescence | Potency, µM (series often up to 57.5 µM), for inactives: top-dose activity, negative = inhibition, most hits filed as inhibitors | 330,000 tested, 0.17% active;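 note: potency is the fitted concentration of half-maximal effect; 0% = uninhibited 1x PFK enzyme wells and -100% = no-enzyme wells; nearly all actives have a fitted effect of over 60% in size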
#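 Luminescent ADP detection (ADP-Glo, two-step: ATP depletion then ADP-to-ATP conversion for luciferase) reported PFK activity after 45 min room-temperature reaction of 1.25 nM enzyme with 0.5 mM F6P and 0.1 mM ATP at pH 8.0.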
# FBPA coupling cs: counter-screen for Giardia aldolase inhibitors: coupling enzyme system | coupling enzyme system counterscreen, AmpLite Red fluorescence | activity change, negative = inhibition, % at 58.2 µM, hits read low | 290,000 tested, 0.67% active; in the data active = activity change below about -30%; note: % is set by controls: 0 for no effect and ±100 for the full control effect
#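 Coupling enzymes only (glyceraldehyde-3-phosphate) + compound, at 57.5 uM final, 10 min RT; add substrate/coupling/AmpLite Red mix, 20 min RT; fluorescence ex 525/em 598 nm. Actives flag coupling-system interference.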
# PKM2 activator: PKM2 (human) enzyme activation; Potency, µM (highest dose often 57.5 µM), for the others: at the top dose activation, most hits filed as activators; 260,000 tested, 0.34% active; P14618; purified PKM2, Kinase-Glo ATP luminescence, activation; response scale: 0% is enzyme alone, no compound; note: potency is the fitted concentration of half-maximal effect; % is set by controls: 0 for no effect and ±100 for the full control effect; nearly all actives have a fitted effect of over 55% in size
#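 Purified hPK-M2 (>95% pure) converted ADP (0.1 mM final) to ATP with 0.5 mM PEP in 50 mM imidazole pH7.2, KCl, MgCl2, Tween 20, BSA; 1 h at room temperature. ATP detected by Kinase-Glo luminescence.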
# Menin-MLL TR inh: menin-MLL binding inhibition, Texas Red mutant peptide; O00255; Menin + Texas Red MLL mutant peptide, fluorescence polarization; Potency, µM (titrated, usually from 61.6 µM), inactives show at the highest dose FP activity change, negative = inhibition, actives largely listed as inhibitors; 270,000 tested, 0.23% active; AID 1768; active = well fitted inhibition curve with a large enough effect in the polarisation, with a control signal flat, not every such curve was filed as active; inconclusive = small, poorly fitted or top-dose-only effect, or effect the other way, or a change in a side signal; inactive = no such curve, though single readings can be large or run the other way; the % refers to the polarisation; note: potency is the fitted concentration of half-maximal effect; % of control where 0% means no effect; many of its hits are not listed in these tables
# GALK inhibitor: inhibitors of human galactokinase; Purified GALK, Kinase-Glo residual ATP luminescence; Potency, µM (top dose mostly 57.5 µM), without a hit: at the highest dose activity change, negative = inhibition, most hits filed as inhibitors; AID 1868; P51570; 270,000 tested, 0.007% active; note: potency is the fitted concentration of half-maximal effect; % is set by controls: 0 for no effect and ±100 for the full control effect
# Target sequence (P51570 whole entry, looked up): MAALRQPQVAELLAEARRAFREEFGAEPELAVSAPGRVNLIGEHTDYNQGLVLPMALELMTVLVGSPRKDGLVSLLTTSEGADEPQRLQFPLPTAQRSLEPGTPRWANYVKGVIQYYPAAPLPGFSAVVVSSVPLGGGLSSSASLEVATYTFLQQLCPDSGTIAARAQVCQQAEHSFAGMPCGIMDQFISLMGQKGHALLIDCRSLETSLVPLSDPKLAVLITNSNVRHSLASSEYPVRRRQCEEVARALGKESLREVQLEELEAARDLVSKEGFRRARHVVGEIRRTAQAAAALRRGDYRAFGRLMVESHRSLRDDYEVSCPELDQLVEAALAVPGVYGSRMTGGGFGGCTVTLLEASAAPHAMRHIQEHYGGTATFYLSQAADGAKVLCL
#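 Kinase-Glo Plus luminescence measured ATP left after a 1 h room-temperature reaction. The reaction used 5 nM GALK, 100 uM galactose and 35 uM ATP at pH 8.0 (20 mM HEPES, 5 mM MgCl2, 60 mM NaCl, 1 mM DTT, 0.01% BSA).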
# a7 integrin act: integrin-mediated muscular dystrophy alleviation activation; alpha7betagal myoblasts, beta-gal FDG fluorescence, 48 h; Potency, µM (doses to about 38.3 µM), without a hit: at the top dose activation, usual class: activators; 350,000 tested, 0.064% active; AID 624291;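 note: potency is the fitted concentration of half-maximal effect; 100% = response of the positive control SU9516; nearly all actives have a fitted effect of over 60% in size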
#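 alpha7betagal+/- myoblasts (passage 13, 250/well) treated 48 h at 37C with compounds at 1:260 dilution of DMSO stock. Lysed, then beta-galactosidase activity read as FDG fluorescence (ex 480/em 540) after 30 min, with pre-read for autofluorescence.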
# B2AR arrestin: beta2AR (human) beta-arrestin recruitment activity; P07550; beta-arrestin recruitment to beta2AR, cell-based reporter; Potency, µM (top dose mostly 46.1 µM), for inactives: top-dose activation, most hits filed as activators; 330,000 tested, 0.02% active; AID 492947;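 note: potency is the fitted concentration of half-maximal effect; 0% = DMSO controls and full agonism = EC100 isoproterenol or metaproterenol; nearly all actives have a fitted effect of over 65% in size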
# PTAP TSG101 blk: blocks PTAP/TSG101 interaction to inhibit HIV-1 budding; Fluorescence polarization, FITC-PTAP peptide / Tsg101 binding; AID 493005; 340,000 tested, under 10 active; Potency, µM (titrated, usually from 115 µM), inactives show at the top dose activity change, negative = inhibition, usual class: inhibitors; active = well fitted inhibition curve with a large enough effect in the main read-out, with a control signal flat, not every such curve was filed as active; inconclusive = small, poorly fitted or top-dose-only effect, or effect the other way, or a change in a side signal; inactive = no such curve, though single readings can be large or run the other way; note: potency is the fitted concentration of half-maximal effect; % of control where 0% means no effect
#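 Steps: Tsg101 binding domain dispensed (10 uM final), compounds pinned in DMSO, FITC-labeled PTAP-motif peptide added (50 nM final); after 20 min binding at room temperature, polarization measured.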
# BCR signal inh: chronic active BCR signaling inhibition; 340,000 tested, 0.05% active; Potency, µM (series often up to 46.1 µM), for the others: at the top dose ratio change, negative = lower green/red ratio, usual class: inhibitors; ABC-DLBCL IkBa-CBG/CBR reporter, luminescence ratio, 4 h; active = well fitted inhibition curve with a large enough effect in the signal ratio, with a control signal flat, not every such curve was filed as active; inconclusive = small, poorly fitted or top-dose-only effect, or effect the other way, or a change in a side signal; the % refers to the signal ratio;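 note: potency is the fitted concentration of half-maximal effect; plate controls were basal doxycycline-induced cells for no effect and cells given 10 µM MG132 for full effect; MG132 reads +100%, hits lower the ratio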
#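 Cell line TMD8 (human ABC DLBCL), stably expressing tet-inducible CBG68-IkBa fusion and CBR; IMDM/0.5% FBS; cpd up to 46 uM; dox induction, 4 h, 37C/5% CO2; dual luminescence; green/red ratio; MG132 control.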
# Giardia killer: Giardia lamblia killing; Giardia lamblia trophozoite viability; activity change, % at 7.66 µM, hits read low; 340,000 tested, 0.15% active; AID 540267; in the data active = activity change below about -80%; inconclusive = between about -30% and that limit;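 note: parasites exposed to compound for two days anaerobically before the ATP read; % is set by controls: 0 for no effect and ±100 for the full control effect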
#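 Each well holds 100 Giardia trophozoites and compound. After two days (48 hrs) at 37 deg C in anaerobic conditions, ATP is quantified by luminescence.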
# S-ASM inh: blocks human secretory acid sphingomyelinase. Potency, µM (highest dose often 57.5 µM), for inactives: at the top dose activity change, negative = inhibition, actives largely listed as inhibitors. placental ASM, HMU-PC fluorogenic substrate, 60 min. AID 504937. P17405. 340,000 tested, 0.006% active; note: potency is the fitted concentration of half-maximal effect
# Target sequence (P17405 47-631 limits assumed): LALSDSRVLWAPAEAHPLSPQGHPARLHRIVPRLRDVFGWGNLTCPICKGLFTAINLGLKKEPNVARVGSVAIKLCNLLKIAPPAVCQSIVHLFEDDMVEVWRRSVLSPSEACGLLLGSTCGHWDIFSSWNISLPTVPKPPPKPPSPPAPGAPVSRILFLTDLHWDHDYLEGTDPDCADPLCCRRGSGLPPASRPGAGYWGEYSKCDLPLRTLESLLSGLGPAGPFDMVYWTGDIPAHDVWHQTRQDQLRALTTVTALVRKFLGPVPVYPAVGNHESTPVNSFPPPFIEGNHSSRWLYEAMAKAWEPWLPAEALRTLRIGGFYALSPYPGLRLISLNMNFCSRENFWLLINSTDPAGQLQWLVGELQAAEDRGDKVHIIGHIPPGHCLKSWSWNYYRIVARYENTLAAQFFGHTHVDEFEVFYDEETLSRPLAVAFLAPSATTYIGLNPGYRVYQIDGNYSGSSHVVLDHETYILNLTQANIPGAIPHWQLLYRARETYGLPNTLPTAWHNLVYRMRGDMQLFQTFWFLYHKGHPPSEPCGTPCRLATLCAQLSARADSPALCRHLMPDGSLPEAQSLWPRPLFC
#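 qHTS format. ASM enzyme prepared from human placenta hydrolyses the fluorogenic substrate HMU-PC0 (9 uM final) over 60 min at 37 °C after a 10 min compound preincubation.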
# Active calls of the source: *; ? = inconclusive; · = not tested or not shown; & = joins results of further samples; [ ] = remark or other dose. Unless noted, calls come from the whole dose curve; as a rule, active = well fitted curve in the direction sought with a large enough effect; inconclusive = small, poorly fitted or top-dose-only effect, or another doubt; inactive = no such curve, though single readings can be large; an effect the other way counts as inactive or inconclusive.
# Values run as follows: Tb PFK block	FBPA coupling cs	PKM2 activator	Menin-MLL TR inh	GALK inhibitor	a7 integrin act	B2AR arrestin	PTAP TSG101 blk	BCR signal inh	Giardia killer	S-ASM inh
CC1CCCCN1C(=O)COC(=O)c1n[nH]c2ccccc12 (centres undefined)
  3%	0	4%	6%	3%	22%	-0.9%	0%	?	2	-2%
COc1ccc(/C(O)=C2\C(=O)C(=O)N(c3cc(C)on3)C2c2cccc(OC)c2OC)cc1C (centres undefined)
  3%	15	1%	-5%	2%	7%	-0.3%	-5%	8%	-6	2%
CCCNC(=O)c1onc(CSc2ccc(F)cc2)c1C(=O)NCCC
  -8%	-3	-2%	·	3%	3%	-0.7%	-2%	?	-6	-6%
Cc1ccc(C(=O)N(C)CC(=O)Nc2cccc(F)c2)cc1S(=O)(=O)N1CCCCC1
  -3%	·	·	·	·	0%	-0.1%	1%	14%	-13	·
O=C(Nc1ccccc1F)C1CCN(C(=O)NC2CCCCC2)CC1
  4%	1	0%	0%	0%	0%	-0.6%	1%	6%	-1	-3%
CN(c1ccccc1)S(=O)(=O)c1cccc(C(=O)NCC(=O)Nc2ccc(F)c(F)c2F)c1
  -1%	·	·	·	·	10%	-0.3%	-2%	-1%	10	-1%
CCOCCCNC(=O)c1c[nH]c2c(CC)cccc2c1=O
  -4%	0	-8%	-6%	4%	5%	0.2%	2%	4%	2	-1%
Cc1ccccc1-c1nc(-c2ccc(NC(=O)c3ccc4c(c3)OCO4)cc2)no1
  -17%	-9	0%	?	1%	17%	0.1%	-1%	?	-23	0%
COc1ccc(CCC(=O)NCc2ccccc2OC)cc1
  -5%	2	·	-29%	5%	-4%	-0.5%	3%	6%	-8	-1%
CC(=O)NS(=O)(=O)c1ccc(N=c2ssc3c2-c2cc(C)ccc2NC3(C)C)cc1
  -4%	13	-4%	16%	1%	2%	-5.4%	-1%	?	7	-12%
Cc1ccc(OCC(=O)N2CCN(C(=O)CCC3CCCC3)CC2)cc1
  -1%	-4	-1%	-13%	-2%	17%	-0.2%	-1%	?	0	0%
O=C(O)Cn1cnc2scc(-c3cccs3)c2c1=O
  10%	7	-2%	-7%	4%	11%	-0.2%	-3%	-3%	7	0%
CCN(CC)S(=O)(=O)c1ccc(C(=O)Nc2nnc(C(C)C)s2)cc1
  -2%	0	-1%	-4%	2%	4%	-0.5%	-2%	11%	-2	3%
COc1ccc(C(=O)Oc2c(OC)cc(C(=S)N3CCOCC3)cc2OC)cc1OC
  -23%	2	1%	1%	2%	0%	-0.3%	-10%	-1%	31[activator]	1%
Cn1c(=O)[nH]c(=O)c2c1nc(Sc1ccccc1)n2CCc1ccccc1
  1%	-2	-13%	-5%	0%	14%	-0.5%	0%	?	-11	0%
O=C(Nc1cccc(-n2cnnn2)c1)c1ccoc1COc1ccc(Cl)cc1
  9%	·	·	·	0%	-20%	-0.1%	-2%	0%	-20	?
COc1cccc(CC(=O)NNC(=O)c2ccc3c(c2)OCO3)c1
  -2%	·	-2%	·	-4%	-3%	0.6%	-9%	-2%	8	-1%
CNCCOc1ccccc1-c1ccccc1
  0%	0	-2%	-2%	-2%	-47%[inhibitor]	-0.2%	-2%	?	-20	2%
CC(C)CC(NS(=O)(=O)c1cccc(C(=O)O)c1)C(=O)O (centres undefined)
  2%	1	8%	2%	1%	36%	-0.2%	-7%	-13%	6	4%
Cc1ccc(NC(=O)CN2C(=O)NC3(CCCCC3C)C2=O)cc1S(=O)(=O)N1CCCCC1 (centres undefined)
  2%	·	·	·	·	-7%	-0.5%	-3%	-12%	2	-4%
O=C(COc1ccccc1Cl)NCCNC(=O)c1cnccn1
  -4%	-2	-2%	1%	-2%	22%	-0.5%	-2%	0%	-24	0%
CN(CCc1ccccn1)C(=O)CCC1CCCN(C(=O)NC2CCCCC2)C1 (centres undefined)
  1%	1	3%	0%	-2%	-27%	0.4%	-2%	-4%	?	6%
COc1cc(/C=N/NC(=O)C(N)=O)ccc1OC(=O)c1cccs1
  3%	0	7%	2%	12%	15%	0.0%	3%	-6%	-10	1%
CC1CCN(C(=S)Nc2ccc(F)cc2)CC1
  1%	6	3%	-6%	3%	0%	-0.1%	-4%	4%	88[activator]	-9%
COc1ccc(N2C(=O)C(Cl)=C(NCc3ccccc3)C2=O)cc1
  2%	2	-8%	15%	1%	-12%	0.5%	-4%	-16%	-4	-11%
CC(Oc1ccccc1)c1ccnc(N)n1 (centres undefined)
  0%	5	-2%	3%	2%	4%	0.0%	0%	13%	13	2%
CCc1ccccc1N(CC(=O)N1CCN(c2ccc(F)cc2)CC1)S(C)(=O)=O
  -1%	-1	-1%	4%	0%	-23%	-0.1%	1%	-1%	1	3%
O=C(Nc1ccc2nc3n(c(=O)c2c1)CCCCC3)c1cc([N+](=O)[O-])ccc1F
  -5%	·	·	·	-2%	-61%[inhibitor]	-0.1%	-1%	?	-5	-3%
Cc1ccc(C(C)(C)C)cc1S(=O)(=O)Nc1cccc(S(=O)(=O)NC2=NCCC2)c1
  0%	0	4%	5%	0%	17%	4.2%	-2%	-1%	9	-1%
O=C(COC(=O)c1ccccn1)Nc1ccccc1OC(F)F
  -5%	-1	-3%	8%	1%	-34%	3.5%	0%	0%	9	6%

# (next part)
# Values run as follows: Tb PFK block	FBPA coupling cs	PKM2 activator	Menin-MLL TR inh	GALK inhibitor	a7 integrin act	B2AR arrestin	PTAP TSG101 blk	BCR signal inh	Giardia killer	S-ASM inh
CCN(C(=O)COC(=O)COc1ccc2c(C)cc(=O)oc2c1)C1CCS(=O)(=O)C1 (centres undefined)
  1%	0	-1%	-28%	-1%	-2%	-1.7%	-11%	-8%	-4	11%
COc1ccccc1NC(=O)c1ccc(NC(=O)CN(C)Cc2ccccc2F)cc1
  -4%	0	-1%	8%	0%	-3%	-0.3%	-3%	-14%	-11	-2%
C=CCN(c1ccccc1)S(=O)(=O)c1cccc(C(=O)N2CCN(c3ncccn3)CC2)c1
  0%	·	·	·	·	-28%	0.3%	-3%	3%	-13	-1%
CCCCC1(C(=O)OCC)NC(c2ccc(O)cc2)C2C(=O)N(c3ccccc3)C(=O)C21 (centres undefined)
  -2%	-1	-1%	23%	-1%	-25%	-0.7%	-2%	8%	-8	0%
COc1ccc(/C=C/C(=O)N(Cc2cccs2)C2CCS(=O)(=O)C2)cc1 (centres undefined)
  -6%	2	-1%	·	4%	1%	-0.4%	-2%	?	10	-5%
Cc1cc(C)nc(SCc2nnc(SCC#N)n2-c2cccc(Cl)c2)n1
  3%	-1	-9%	0%	1%	9%	0.2%	-1%	0%	10	-3%
O=C(NCc1ccco1)C(c1ccncc1)N(C(=O)Cc1cccs1)c1ccccc1 (centres undefined)
  -1%	0	-6%	-11%	5%	12%	0.4%	-5%	5%	-5	1%
CCOC(=O)c1cc(C(C)(C)C)nc(SC)c1C#N
  4%	5	-1%	·	2%	3%	0.8%	-3%	7%	16	-8%
COc1cc(CN2CCCCC2C(=O)Nc2ccc(Oc3ccccc3)nc2)ccc1O (centres undefined)
  2%	-1	3%	?	-5%	-25%	?	1%	?	9	-3%
CCCCn1cnc2c([nH]c3cc(OC)ccc32)c1=O
  -4%	-3	0%	2%	-2%	-16%	-0.3%	-1%	3%	6	-1%
COc1cc([N+](=O)[O-])cc(/C=N/NC(=O)C(C)Nc2cccc(C)c2)c1O (centres undefined)
  0%	1	10%	?	0%	12%	0.0%	-1%	5%	-10	4%
Cc1cccc(NC(=O)c2nc[nH]c2C(=O)N2CCC(C)CC2)c1
  -3%	·	·	·	·	-10%	-2.5%	-7%	3%	?	2%
CCOC(=O)Cn1c(CN(Cc2ccccc2)Cc2ccccc2)nc2c1c(=O)[nH]c(=O)n2C
  1%	-1	0%	?	0%	-23%	0.4%	·	?	2	-2%
Cc1cc(Cl)c2oc(C(=O)N(C)CCc3cnn(C)c3)c(C)c2c1
  9%	2	2%[0.46 µM]	-17%	1%	-19%	-0.9%	-4%	?	2	-2%
CCCCn1c(N)c(N(CC)C(=O)C2CCCC2)c(=O)[nH]c1=O
  -5%	·	·	·	·	-7%	0.5%	0%	0%	-8	3%
NCCSSCCN
  -10%	7&1	-12%	5%&-20%	-1%	·	-0.2%	-3%	0%	14	2%

# These rows are one share of the data; the hit share may differ from the screen's.
